LMPTP block = LMPTP (human) inhibition; recombinant LMPTP-A, OMFP fluorogenic substrate, fluorescence intensity; inhibition, % at 20 µM; actives 0.22% (n = 360,000);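 active = compounds that cut the enzyme signal by at least half of the control window in the single-dose screen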;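 also: plate controls were DMSO wells with enzyme plus substrate for no effect and substrate without enzyme for full effect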
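Test system – LMPTP-A enzyme · Amount – LMPTP-A at 0.625 nM final in the reaction · Buffer or medium – Bis-Tris pH 6.0, DTT, detergent · Reagent – OMFP 400 µM · Doses – single 20 µM dose · Schedule – reaction 50 min, room temperature, dark · Detection – fluorescence intensity of OMFP turnover product · Evaluation – percent inhibition versus substrate-only and uninhibited controls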
CendR NRP1 mod = NRP-1/CendR interaction modulation | actives 0.85% (n = 360,000) | AID 602438 | FAM-RPARPAR peptide binding to NRP-1, fluorescence polarization | inhibition, % at 25 µM | O14786;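 active = inhibition or corrected inhibition above about 18%, plus a signal ratio from 0.5 to 1.5, limit read from the data, passing the limit was not always enough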; also: strong numbers were not always called active
SUMO1 PPI mod = alters human SUMO1 binding to SIM partners. AID 602429. inhibition, % at 20 µM. SUMO1 binding to a labelled peptide, TR-FRET, 1 h. actives 0.33% (n = 360,000); in the data active = inhibition above about 37%
Target sequence (P63165 whole entry, looked up): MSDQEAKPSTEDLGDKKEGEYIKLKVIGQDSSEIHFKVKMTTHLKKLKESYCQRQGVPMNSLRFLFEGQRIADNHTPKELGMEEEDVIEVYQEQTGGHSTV
DNMT1 inh = inhibitors of human DNMT1; actives 0.83% (n = 360,000); inhibition (reported as % activation of signal), % at 10 µM; DNMT1 molecular beacon, Hinp1I cleavage, fluorescence; AID 588458; in the data active = inhibition above about 50%
Scp1 inh = blocks human Scp-1 phosphatase activity | Q9GZU7 | Recombinant Scp1, phosphopeptide, malachite green phosphate absorbance | inhibition, % at 20 µM | actives 0.88% (n = 340,000) | AID 493091;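 active = inhibition above about 50% at 20 µM, limit read from the data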;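 also: plate controls were DMSO wells with enzyme for no effect and wells lacking enzyme for full effect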
Target sequence (Q9GZU7 76-261 limits assumed): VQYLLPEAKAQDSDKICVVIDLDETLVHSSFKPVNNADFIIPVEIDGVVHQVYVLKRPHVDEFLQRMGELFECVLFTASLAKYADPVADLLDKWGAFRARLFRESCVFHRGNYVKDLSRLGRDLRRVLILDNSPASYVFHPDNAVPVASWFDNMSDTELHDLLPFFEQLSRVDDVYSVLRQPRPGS
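Test system: SCP-1 phosphatase catalytic domain, residues 76-261 | Compound dosing: One concentration, 20 µM, with 1.0% DMSO | Schedule: 45 min room-temperature reaction, 5 min colour, 30 min stabiliser | Detection: Absorbance at 630 nm | Read-out basis: % inhibition of SCP-1 phosphate liberation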
eLon inh = inhibits E. coli Lon protease; actives 0.42% (n = 360,000); P0A9M0; purified E. coli Lon protease, fluorescence polarization; inhibition, % at 7.94 µM; AID 602123; in the data active = inhibition above about 13%, passing the limit was not always enough;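 also: 0% = enzyme with probe and DMSO and 100% = no enzyme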
Target sequence (P0A9M0 whole entry, looked up): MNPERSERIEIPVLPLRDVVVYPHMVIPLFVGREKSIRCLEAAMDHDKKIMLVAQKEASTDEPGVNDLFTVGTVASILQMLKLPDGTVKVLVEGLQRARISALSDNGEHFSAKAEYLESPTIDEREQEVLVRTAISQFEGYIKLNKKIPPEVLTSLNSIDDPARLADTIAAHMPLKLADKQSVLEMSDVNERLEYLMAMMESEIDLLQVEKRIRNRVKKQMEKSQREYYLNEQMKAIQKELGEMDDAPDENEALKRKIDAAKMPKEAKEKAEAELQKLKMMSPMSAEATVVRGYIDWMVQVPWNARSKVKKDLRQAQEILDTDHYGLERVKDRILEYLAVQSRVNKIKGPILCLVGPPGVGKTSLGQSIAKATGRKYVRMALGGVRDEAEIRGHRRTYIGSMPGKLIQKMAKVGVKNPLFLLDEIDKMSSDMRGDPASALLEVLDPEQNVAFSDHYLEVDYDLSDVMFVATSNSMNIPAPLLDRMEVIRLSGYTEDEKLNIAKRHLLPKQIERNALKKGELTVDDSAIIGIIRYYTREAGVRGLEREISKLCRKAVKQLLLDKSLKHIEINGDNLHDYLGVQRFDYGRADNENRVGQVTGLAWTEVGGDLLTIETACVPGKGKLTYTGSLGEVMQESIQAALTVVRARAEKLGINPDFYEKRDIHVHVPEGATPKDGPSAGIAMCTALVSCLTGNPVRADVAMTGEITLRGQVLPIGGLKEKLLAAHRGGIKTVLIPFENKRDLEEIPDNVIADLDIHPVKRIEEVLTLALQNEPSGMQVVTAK
bovine MsrA act = activators of bovine methionine sulfoxide reductase A; purified bovine MsrA, absorbance read-out; activation, % at 10.6 µM; actives 0.3% (n = 360,000); in the data active = activation above about 7.5%;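 also: 0% = vehicle and 100% = reference activator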
STEP inh = STEP (human) phosphatase inhibition | AID 588621 | actives 0.25% (n = 360,000) | inhibition, % at 20 µM | recombinant STEP, OMFP fluorogenic substrate, fluorescence;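 active = inhibition at 20 µM, scaled per plate between control wells, above about 37%, limit read from the data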;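 also: 0% = DMSO with enzyme and substrate and 100% = substrate only without enzyme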
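Measure: Control-normalized % inhibition with plate pattern correction | Test system: STEP phosphatase, cell-free reaction | Medium: pH 6.0 Bis-Tris with DTT and Tween 20 | Technique: Fluorescence, 480/540 nm | Times: Reaction 20 min, ambient temperature | Doses: Single compound dose of 20 µM, 1% DMSO final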
MsrA inh = inhibitors of bovine MsrA; actives 0.75% (n = 360,000); AID 651718; purified bovine MsrA, absorbance read-out; inhibition, % at 15.5 µM; in the data active = inhibition above about 4.5%;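 also: 0% = vehicle wells with enzyme and 100% = reference inhibitor wells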
TbMetRS inhib = Trypanosoma brucei MetRS inhibition; actives 0.4% (n = 360,000); inhibition, % at 11.9 µM; purified T. brucei MetRS, ATP depletion, Kinase-Glo luminescence;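 active = inhibition above a per-plate cutoff of the control wells' mean inhibition plus 3 SD, cut at about 5.5% in these data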;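 also: 0% = DMSO wells median and 100% = median of wells with control inhibitor compound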
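Test system: purified T. brucei MetRS enzyme. Also added: ATP, methionine and E. coli bulk tRNA substrates. Compound: 11.9 µM single point. Schedule: 15 min enzyme-compound preincubation, 2 h reaction, 10 min detection, 25 °C. Signal: luciferase luminescence of residual ATP, Kinase-Glo. Evaluation: percent inhibition versus plate control medians. Controls: DMSO wells, low control.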
Active calls of the source: *; / = not tested or not shown.

SMILES	LMPTP block	CendR NRP1 mod	SUMO1 PPI mod	DNMT1 inh	Scp1 inh	eLon inh	bovine MsrA act	STEP inh	MsrA inh	TbMetRS inhib
COc1ccc(NC(=O)COc2ccccc2)c(OC)c1	1.0	-1	-4	1	-12	3	-2	2	0.2	0.7
CC1CCCC(C)N1C(=O)COC(=O)c1ccc[nH]c1=O (centres undefined)	-0.9	8	1	1	-5	-11	4	-5	1.4	-0.8
CCN1CCN(c2ccc(S(=O)(=O)N3CCOCC3)cc2NC(=O)/C=C/c2ccc([N+](=O)[O-])cc2)CC1	7.6	1	-37	-3	16	-3	-2	3	2.1	0.2
COc1ccc(OC)c(C2NC(=O)NC(C)=C2C(=O)OCc2ccccc2)c1 (centres undefined)	-0.7	8	-5	2	2	-11	-10	-2	1.9	-0.9
O=C(COC(=O)c1cc(=O)c2ccccc2o1)NCC1CCCCC1	-0.7	0	0	4	-1	-3	-4	1	-0.6	-0.1
CC(C)Oc1ccc(CCN=C(N)N=C(N)N)cc1Cl	-0.2	3	4	1	-5	-8	0	2	-0.7	-0.5
COc1ccccc1NC(=O)CNC(c1ccccc1)c1ccccc1	2.2	1	8	1	-6	2	-2	0	0.7	0.4
CC(=O)c1cccc(S(=O)(=O)NCC(c2ccco2)N2CCCCC2)c1 (centres undefined)	-0.5	4	0	0	-4	0	-11	0	-0.5	-1.4
O=C(c1cccc(S(=O)(=O)N2CCN(c3ccccc3)CC2)c1)N1CC=C(c2ccccc2)CC1	2.9	-3	5	-1	-4	3	-4	0	1.6	-0.4
O=C(C1=C(O)C(=O)N(CC2CCCO2)C1c1ccc(Cl)cc1Cl)c1ccco1 (centres undefined)	0.2	1	5	-1	-1	6	-2	2	0.3	0.1
CC(=O)c1ccc(N=C2C(=O)Nc3ccccc32)cc1	-2.2	2	-10	-5	-7	1	-8	0	1.2	-1.1
O=C1c2ccccc2C(=O)N1/N=C/c1ccc(Oc2ccc([N+](=O)[O-])cn2)cc1	0.6	-5	-9	-1	-2	8	-7	0	1.6	-1.1

Reprinted from the part before: 2 compounds, then new ones.
SMILES	LMPTP block	CendR NRP1 mod	SUMO1 PPI mod	DNMT1 inh	Scp1 inh	eLon inh	bovine MsrA act	STEP inh	MsrA inh	TbMetRS inhib
CC(=O)c1ccc(N=C2C(=O)Nc3ccccc32)cc1	-2.2	2	-10	-5	-7	1	-8	0	1.2	-1.1
O=C1c2ccccc2C(=O)N1/N=C/c1ccc(Oc2ccc([N+](=O)[O-])cn2)cc1	0.6	-5	-9	-1	-2	8	-7	0	1.6	-1.1
Cc1ccc(S(=O)(=O)N2CCCC(C(=O)NC3CCCC3)C2)cc1 (centres undefined)	-0.6	4	2	0	-3	3	-5	0	-0.9	-0.4
CCCC(=O)O[C@]1(C(=O)CO)CC[C@H]2[C@@H]3CCC4=CC(=O)CC[C@]4(C)[C@H]3[C@@H](O)C[C@@]21C	-1.0	-4	-1	-2	-6	3	-1	1	-0.6	-0.9
COc1ccccc1NC1=NC(C)(C)N=C(N)N1	-0.2	16	-1	2	8	-4	0	-1	0.1	-1.1
CCOc1cc(C(=O)Nc2ccc(S(=O)(=O)NC3=NCCCCC3)cc2)cc(OCC)c1OCC	1.4	8	2	2	-3	7	-7	0	-1.8	-0.9
Cc1cccc(C(=O)N2CCC(=O)N(C(COCc3ccc(Cl)cc3)Cc3ccccc3)CC2)c1 (centres undefined)	2.3	5	-2	7	-12	5	0	2	0.9	0.1
COc1cc(/C=N/NC(=O)c2ccc(NC(=O)C3CCCCC3)cc2)ccc1O	0.7	-2	-2	-3	-7	-3	-6	-2	3.9	-0.2
O=C(Nc1ccc(Cl)c(Cl)c1)c1cccnc1	1.5	3	-1	3	2	-6	-2	0	-0.9	1.9
O=C(CCCSc1ccccc1)Nc1cccc(CO)c1	2.4	4	0	-3	-9	-5	-4	0	0.4	0.3
CCOc1ccc(-c2nnc(-c3ccc(OC)cc3)o2)cc1	13	6	3	9	-10	2	-5	5	0.4	-1.2
COc1ccc(C(c2sc3nc(C)nn3c2O)N2CCC3(CC2)OCCO3)cc1 (centres undefined)	-0.8	6	-2	18	0	2	-2	3	-1.4	-0.5
COCCn1c(SCC(=O)Nc2ccccc2F)nnc1-c1ccoc1C	-0.4	8	2	0	-1	-1	-5	0	-0.7	-0.4
CC(=O)c1ccc(NC(=S)Nc2ccc3cn[nH]c3c2)cc1	-0.6	0	8	-17	-9	3	-1	-1	1.1	1.1
COc1cccc(C2CC(=O)Nc3c2c(=O)[nH]c2ncnn32)c1 (centres undefined)	-0.9	-4	2	0	6	-12	0	0	-0.5	-0.1
O=C1OCCC1Sc1nnc(-c2ccco2)n1-c1ccccc1 (centres undefined)	-0.6	-13	2	4	-5	-8	1	-1	0.1	0.1
CCCN(CCC)c1nc(NC2CCN(C(=O)OCC)CC2)nc(OC)n1	1.2	13	-4	2	-12	5	-10	-2	0.7	-2.3
Cn1c(=S)c2[nH]c(SCCN3CCCC3)nc2n(C)c1=O	-1.0	-8	0	-3	-11	-15	-8	2	1.7	-0.2
CCOc1ccc(CC(=NCCc2ccccc2)C2=C(O)CC(C)(C)CC2=O)cc1OCC	0.8	-8	-2	13	-6	6	-1	4	1.2	-0.3
S=C1NCN(Cc2ccccc2)CN1C1CCCCC1	-0.5	-4	4	-4	-2	-9	-1	1	2.2	0.8
O=C(NCCCO)/C(=C/c1ccc(-c2cccc([N+](=O)[O-])c2)o1)NC(=O)c1ccccc1	0.0	-6	-29	1	-4	-6	-7	-2	4.5	1.8
O=C(C1CCN(Cc2ccccc2O)CC1)N1CCN(Cc2ccc3c(c2)OCO3)CC1	0.0	-9	1	0	-2	-4	-2	-4	0.6	-0.3
Cc1ccc2c(CN3CCN(c4ccccc4)CC3)cc(=O)oc2c1	-0.1	8	-5	2	/	-4	-2	0	-0.6	0.0
CCOC(=O)/C(C#N)=C\c1cc(OC)c(OC)cc1[N+](=O)[O-]	0.4	1	-21	-4	33	0	-4	2	0.7	-0.5
Cc1cc(C)cc(OCC(=O)N2N=C(C(F)(F)F)CC2(O)C(C)(C)C)c1 (centres undefined)	0.8	-10	-4	7	-4	-4	-8	2	0.2	-1.4
O=C(NNC(=O)c1ccccc1[N+](=O)[O-])c1cccs1	-0.6	-11	-9	3	-12	-3	-1	-2	-0.7	-0.5

Pulled by structure from the list above, three records:
SMILES	LMPTP block	CendR NRP1 mod	SUMO1 PPI mod	DNMT1 inh	Scp1 inh	eLon inh	bovine MsrA act	STEP inh	MsrA inh	TbMetRS inhib
O=C(NCCCO)/C(=C/c1ccc(-c2cccc([N+](=O)[O-])c2)o1)NC(=O)c1ccccc1	0.0	-6	-29	1	-4	-6	-7	-2	4.5	1.8
Cc1cc(C)cc(OCC(=O)N2N=C(C(F)(F)F)CC2(O)C(C)(C)C)c1 (centres undefined)	0.8	-10	-4	7	-4	-4	-8	2	0.2	-1.4
Cn1c(=S)c2[nH]c(SCCN3CCCC3)nc2n(C)c1=O	-1.0	-8	0	-3	-11	-15	-8	2	1.7	-0.2

Continued:
SMILES	LMPTP block	CendR NRP1 mod	SUMO1 PPI mod	DNMT1 inh	Scp1 inh	eLon inh	bovine MsrA act	STEP inh	MsrA inh	TbMetRS inhib
COC(=O)c1ccc(NC(=O)COc2ccc(N(C)S(=O)(=O)c3ccc(C)cc3)cc2)cc1	3.5	-7	1	-4	-8	4	-5	1	0.1	-0.2
COc1cc(/C=C(\C#N)C(=O)Nc2ccc(SC(F)F)cc2)cc(OC)c1OC	0.6	3	-1	-15	-6	0	-1	0	0.8	0.4
CCC(C)NC(=O)[C@H](CSCc1ccccc1)N1Cc2ccccc2C1=O (some centres undefined)	-2.4	-30	3	0	-9	6	-11	0	0.7	-0.8
COCCNC(=S)c1ccc(OC)cc1	-2.5	6	1	-1	-2	-11	-5	1	-0.4	-1.1
COc1ccc(N(CC(=O)NC2CCCC2)C(=O)c2ccc(C)s2)c(OC)c1	0.1	3	0	-4	-1	8	-1	0	-0.8	-0.3
CCCn1c(N)c(N(CCOC)C(=O)c2ccc(Cl)c([N+](=O)[O-])c2)c(=O)[nH]c1=O	-1.0	2	-12	4	-1	-3	-2	-1	1.5	0.0
CN(C)CCCN1C(=O)c2cccc3c([N+](=O)[O-])ccc(c23)C1=O	0.9	29*	-27	69*	-2	131*	-7	-3	18*	-0.4
Cc1cccc2sc(NC(=O)CSc3nc4ccccc4o3)nc12	2.4	-10	-1	1	-11	2	-8	2	-0.7	-1.0
O=C(NCCNc1ccccc1[N+](=O)[O-])c1ccccc1F	2.2	3	-31	0	-6	9	2	0	0.6	0.2
COC(=O)c1cccc(OCC(O)Cn2ccnc2)c1 (centres undefined)	-0.7	4	-1	-6	0	-5	-1	2	-0.7	-0.6
O=C(c1csc2c1CCCC2)N1CCN(c2ccc(F)cc2)CC1	-0.9	3	1	-2	0	-9	-10	0	0.4	-1.4
CCCSc1nnc(NC(=O)Nc2ccccc2OC)s1	0.2	20	-1	-1	-15	-7	-3	-1	-0.4	0.7
COCCNC(=O)c1cc(C)ccc1C	-0.8	6	-1	1	-9	-8	-1	-1	0.1	-0.8
COc1ccccc1CN1CCNC(=O)C1CC(=O)NCc1cn(C)nc1C (centres undefined)	-1.8	14	0	-1	-4	-3	2	2	-0.9	-0.2
Cc1[nH]c2ccccc2c1N=Nc1cc(C(=O)O)cc(C(=O)O)c1	1.1	4	-14	4	52*	1	-5	4	2.2	1.7
C[n+]1ccccc1/C=C/c1c(F)cccc1F	-0.9	9	-30	1	12	-4	-3	-4	3.4	-0.6
CCN(C1CCCCC1)S(=O)(=O)c1ccc(S(=O)(=O)N2CCN(CCC#N)CC2)cc1	0.3	-7	5	0	-1	-2	-1	0	-0.8	-0.6
CC(=O)NC(=S)Nc1ccc2oc(-c3cc(F)c(F)cc3Cl)nc2c1	1.8	3	-1	28	-5	2	0	0	2.0	0.3
O=S(=O)(c1cccc(-c2n[nH]c(=S)n2C2CCCC2)c1)N1CCOCC1	-0.5	2	0	-1	-2	-3	-2	0	-0.8	-0.2
COc1ccc(C(=O)COC(=O)c2n[nH]c3ccccc23)c(OC)c1	3.5	-4	1	4	45	-13	-3	-2	0.9	-0.4
C/C(=N\Nc1nc2ccccc2c(=O)n1O)c1ccco1	5.0	19	8	9	-10	-9	-4	7	2.9	-0.4
CN(Cc1nc2ccccc2c(=O)[nH]1)C(=O)c1cc(C2CC2)nn1-c1ccccc1	-1.3	8	-3	-3	-7	11	-2	-3	0.2	-0.1
Cc1ccc(S(=O)(=O)N2CCC(=O)CC2c2ccccc2)cc1 (centres undefined)	-0.3	1	4	-2	-14	-4	-1	1	-0.1	-0.5
COc1ccc(C)cc1NC(=O)NCc1ccco1	0.9	1	-2	2	-2	3	-5	-3	-1.2	-0.9
O=C(C1=C[C@@H](c2csc3ccccc23)C[C@@H](OCCCCO)O1)N1CCN(Cc2ccc3c(c2)OCO3)CC1	1.8	11	6	-8	2	5	-2	1	0.7	12*
